# High-throughput results (PubChem)
# BAP1 inh = inhibitors of BAP1 deubiquitinase, primary screen, biochemical, Ub-AMC fluorescence, kinetic; Ubiquitin carboxyl-terminal hydrolase BAP1 (Homo sapiens), Q92560; recombinant BAP1, Ub-AMC hydrolysis fluorescence kinetic; hits give low values; activity remaining (% of control), % at 20 µM; hit rate 0.48% among 72,000; AID 436, 2006;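 active means activity remaining at or below 50% of control, provided the compound also passes the data quality filters; inactive means the rest, including low values that fail the filters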;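 further: 100% = DMSO wells rate and 0% = substrate alone blank rate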
# Target sequence (Q92560 whole entry, looked up): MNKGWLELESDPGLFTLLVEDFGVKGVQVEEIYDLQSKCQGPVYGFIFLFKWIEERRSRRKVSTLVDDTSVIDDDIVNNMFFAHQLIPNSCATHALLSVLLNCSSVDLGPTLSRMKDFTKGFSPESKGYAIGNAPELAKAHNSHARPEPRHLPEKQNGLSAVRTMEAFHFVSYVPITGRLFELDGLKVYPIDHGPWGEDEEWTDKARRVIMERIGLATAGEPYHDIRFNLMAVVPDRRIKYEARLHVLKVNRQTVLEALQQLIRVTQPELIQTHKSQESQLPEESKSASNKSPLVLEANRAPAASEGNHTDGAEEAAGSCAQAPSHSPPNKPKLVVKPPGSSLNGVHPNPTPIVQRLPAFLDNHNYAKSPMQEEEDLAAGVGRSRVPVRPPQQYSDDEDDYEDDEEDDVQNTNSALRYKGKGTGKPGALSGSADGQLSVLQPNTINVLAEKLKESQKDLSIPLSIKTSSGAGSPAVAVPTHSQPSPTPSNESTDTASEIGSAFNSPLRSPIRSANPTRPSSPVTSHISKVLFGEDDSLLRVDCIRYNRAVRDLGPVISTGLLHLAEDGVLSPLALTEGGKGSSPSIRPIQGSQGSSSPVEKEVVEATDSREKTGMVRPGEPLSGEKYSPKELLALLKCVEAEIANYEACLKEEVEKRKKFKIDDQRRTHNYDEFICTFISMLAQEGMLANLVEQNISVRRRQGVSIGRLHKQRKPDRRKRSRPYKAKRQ
# HePTP inh = inhibitors of human HePTP phosphatase, primary screen, biochemical, absorbance, leukemia target; recombinant HePTP phosphatase activity, OD absorbance; inhibition, % at 20 µM; hit rate 0.64% among 110,000; AID 521, 2006; in the data active means inhibition above about 50%;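 further: plate controls were vehicle for no effect and reference inhibitor for full effect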
# Target sequence (P35236 whole entry, looked up): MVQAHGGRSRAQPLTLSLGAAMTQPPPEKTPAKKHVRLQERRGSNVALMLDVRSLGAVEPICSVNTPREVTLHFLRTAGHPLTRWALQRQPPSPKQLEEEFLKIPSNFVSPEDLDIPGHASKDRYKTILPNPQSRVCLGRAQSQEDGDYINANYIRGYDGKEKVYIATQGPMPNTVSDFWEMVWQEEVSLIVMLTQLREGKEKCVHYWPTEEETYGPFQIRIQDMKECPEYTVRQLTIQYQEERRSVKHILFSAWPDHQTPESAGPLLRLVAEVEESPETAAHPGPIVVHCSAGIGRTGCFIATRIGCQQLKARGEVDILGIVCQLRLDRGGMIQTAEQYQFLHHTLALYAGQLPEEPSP
# Active calls of the source: *; / = not tested or not shown; & = joins results of further samples.
SMILES,BAP1 inh,HePTP inh
O=C(NCc1cccs1)C1CCN(S(=O)(=O)N2CCCC2)CC1,99,3
COc1ccc(CCNC(=O)C2CCN(Cc3nc(-c4ccccc4F)oc3C)CC2)cc1OC,106,8
O=C(COc1ccccc1)NCCn1ccc2ccccc21,96,/
CCN(CC)C(=O)CSC1=C(C#N)C(c2cccs2)C=C(C)N1 (stereo not given),73,0
CCOC(=O)NC(=O)CSc1nnnn1-c1ccccc1,90,-4
COc1ccc(N(CC(=O)NCc2cccnc2)S(=O)(=O)c2ccccc2[N+](=O)[O-])c(OC)c1,/,-2
CC(Nc1nc(-c2ccccc2O)nc2ccccc12)c1ccccc1 (stereo not given),/,4
COc1ccc(S(=O)(=O)Nc2ccccc2Br)cc1,/,-4
Cc1cc(C)nc(Nc2ncc(O)n2-c2ccc(C)c(C)c2)n1,71,/
COc1ccc(-n2c3c(cc(C(=O)Nc4ccc5c(c4)C(=O)NC5=O)c2=O)C(=O)CCC3)cc1,131,5
CCS(=O)(=O)N1CCN(C(=O)CCC2CCCC2)CC1,84,1
CCc1c(C)sc(NC(=O)c2sc3ccccc3c2Cl)c1C#N,/,10
O=C(Nc1cccnc1)C(Cc1ccccc1)n1cccc1 (stereo not given),94,-10
CCn1c(SC(C)C)nnc1-c1c[nH]c2ccccc12,94,2
Cc1ccccc1CNC(=O)c1ccc(N(C)S(=O)(=O)c2ccccc2)cc1,112,2
C/C(=N\NS(=O)(=O)c1ccc(C)cc1)c1cc2ccccc2oc1=O,/,-2
CCCSC1=C(C#N)C(c2ccc(O)c(OC)c2)CC(=O)N1 (stereo not given),98,7
COc1cccc(C(=O)N2CCN(CCCc3ccccc3)CC2)c1OC,109,25&11
O=C(O)c1cc2nc(-c3ccccc3)cc(C(F)(F)F)n2n1,74,4
Cc1cc(Br)ccc1S(=O)(=O)n1ccnc1C,/,2
O=C(CSc1ncnc2c1oc1ccccc12)Nc1ccccc1F,92,-2
O=C(NC1CCCC1)c1cccc(S(=O)(=O)N2CCCCC2)c1,76,-2
Cc1ccc(-c2nc(C(=O)NC3CCCCCC3)no2)cc1,98,-13
Cc1c(C(=O)Nc2ccc(Cl)cn2)oc2ccccc12,84,1&-1
c1ccc(-c2cnc(CSc3nnc4ccccn34)o2)cc1,103,3

# Of the compounds above, 15 have nitrogen in an aromatic ring:
SMILES,BAP1 inh,HePTP inh
COc1ccc(CCNC(=O)C2CCN(Cc3nc(-c4ccccc4F)oc3C)CC2)cc1OC,106,8
O=C(COc1ccccc1)NCCn1ccc2ccccc21,96,/
CCOC(=O)NC(=O)CSc1nnnn1-c1ccccc1,90,-4
COc1ccc(N(CC(=O)NCc2cccnc2)S(=O)(=O)c2ccccc2[N+](=O)[O-])c(OC)c1,/,-2
CC(Nc1nc(-c2ccccc2O)nc2ccccc12)c1ccccc1 (stereo not given),/,4
Cc1cc(C)nc(Nc2ncc(O)n2-c2ccc(C)c(C)c2)n1,71,/
COc1ccc(-n2c3c(cc(C(=O)Nc4ccc5c(c4)C(=O)NC5=O)c2=O)C(=O)CCC3)cc1,131,5
O=C(Nc1cccnc1)C(Cc1ccccc1)n1cccc1 (stereo not given),94,-10
CCn1c(SC(C)C)nnc1-c1c[nH]c2ccccc12,94,2
O=C(O)c1cc2nc(-c3ccccc3)cc(C(F)(F)F)n2n1,74,4
Cc1cc(Br)ccc1S(=O)(=O)n1ccnc1C,/,2
O=C(CSc1ncnc2c1oc1ccccc12)Nc1ccccc1F,92,-2
Cc1ccc(-c2nc(C(=O)NC3CCCCCC3)no2)cc1,98,-13
Cc1c(C(=O)Nc2ccc(Cl)cn2)oc2ccccc12,84,1&-1
c1ccc(-c2cnc(CSc3nnc4ccccn34)o2)cc1,103,3

# Additional records.
SMILES,BAP1 inh,HePTP inh
O=C1C2C3C=CC(O3)C2C(=O)N1c1cc(C(F)(F)F)ccc1Cl (stereo not given),/,-2
Cc1c(Cl)cccc1Nc1nc(N)nc(CSCCO)n1,121,1
COC(=O)CSc1nnc2n(C3CCCCC3)c(=O)c3c4c(sc3n12)CCCC4,/,5
COc1ccc(CCC(=O)C2(O)CCCCC2)cc1,/,-6
O=c1c2c(nc3cc(-c4cccc(F)c4)[nH]n13)CCS2,/,-4
CCc1cc(C(=O)N=Nc2c(O)[nH]c3ccccc23)c2ccccc2n1,/,7
NC(=O)c1c(NC(=O)c2ccc(F)cc2)sc2c1CCCC2,/,7
Cc1cccc(-c2nnc(-c3ccccc3)o2)c1,103,-3
CCC(c1nnnn1C(C)(C)C)N1CCN(C2CCCC2)CC1 (stereo not given),105,10
CCOC(=O)COC(=O)c1ccc(O)cc1,/,3
Cc1nc(Nc2ccc3c(c2)OCCO3)c2oc3ccccc3c2n1,/,-9
O=C(NCCCNc1ccc([N+](=O)[O-])cc1)c1ccc(Cl)cc1Cl,/,4
Cc1noc(C)c1CSc1nnc2c(C)cc3ccccc3n12,125,8
CC1CN(S(=O)(=O)c2ccc(Cl)c(S(=O)(=O)N3CC(C)OC(C)C3)c2)CC(C)O1 (stereo not given),95,2
Cn1ccnc1SCc1cn2ccccc2n1,102,-10
Cc1cc2nc(-c3cc(NC(=S)NC(=O)c4ccccc4Cl)ccc3Cl)oc2cc1C,/,4
COc1cc(C(=O)N2CCCC(c3nc(-c4cccs4)no3)C2)cc(OC)c1OC (stereo not given),67,8
Cc1ccc(CN2CC34C=CC(O3)C(C(=O)NCc3ccco3)C4C2=O)cc1 (stereo not given),/,4
O=C1N2CCSC2=NC1(NS(=O)(=O)c1ccccc1)C(F)(F)F (stereo not given),98,0
Cc1ccc(/C=N/N=C2\NC(=O)C(C)S2)cc1 (stereo not given),/,8
CCOc1ccc(Nc2nc(NCCN3CCOCC3)nc(OC)n2)cc1,93,9
COc1cc(/C=N/n2nnnc2N)ccc1OCc1c(C)no[n+]1[O-],/,-4
O=C(c1cnn2c(C(F)F)cc(-c3ccccc3)nc12)N1CCOCC1,73,2
O=c1nc(-c2ccccc2)c2ccccc2[nH]1,64,1
O=C(/C=C/c1ccccc1)NC(=S)Nc1ccc(NC(=O)c2ccco2)c(Cl)c1,/,5

# Other results:
SMILES,BAP1 inh,HePTP inh
O=C(COC(=O)c1cccc(S(=O)(=O)N2CCN(c3ccccc3)CC2)c1)NCc1ccco1,90,/
CCOC(=O)N1CCN(S(=O)(=O)c2ccc(OCC)c3ccccc23)CC1,87,5
CC(=O)Oc1ccc(/C=C2\SC(=S)NC2=O)cc1,/,-14
CCCC12CN3CC(CCC)(CN(C1)C3C(O)C(O)C(O)CO)C2=O (stereo not given),95,5
O=C1CCCCCN1Sc1ccccc1,97,16
O=C(Nc1nncs1)c1ccc(Br)c(S(=O)(=O)N2CCCC2)c1,55,2
Cc1ccc(-n2c(Cc3cccs3)nnc2SCC(=O)Nc2ccc(S(N)(=O)=O)cc2)cc1,100,5
Cc1ccc(-c2nnn(CC(=O)N(CC(=O)NCC3CCCO3)c3ccc(F)c(Cl)c3)n2)o1 (stereo not given),88,6
CCn1c(SCC(=O)Nc2nc3ccccc3s2)nnc1-c1ccc(OC)cc1,144,10
COc1ccc2cc(C#N)c(NC(C)C)nc2c1,/,1
O=C(Nc1ccc(Cl)c([N+](=O)[O-])c1)C(c1ccccc1)c1ccccc1,/,3
C=CCN1C(=O)/C(=C\c2ccc(OCC(=O)O)cc2)C(=O)NC1=S,/,13
CCOC(=O)CN1C(c2cc(OC)c(OC)c(OC)c2)=Nc2ccc(Br)cc2C1c1ccccc1 (stereo not given),/,2
CCCn1c(CNS(=O)(=O)c2ccc(C)cc2)nc2ccccc21,109,7
COC(=O)C1=C(C)N(C)C(=O)NC1c1cccc([N+](=O)[O-])c1 (stereo not given),195,/
O=C(C(Cc1ccccc1)n1cccc1)N1CCCCCC1 (stereo not given),102,7
COc1ccccc1C(=O)NCC(c1cccnc1)N(C)C (stereo not given),105,2
O=C(CCNc1n[nH]c(=O)[nH]c1=O)N1CCOCC1,99,-18
CCCCC(=O)Nc1nc(C)c(C(C)=O)s1,103,7
CC(=O)N1C(=O)/C(=C2\C=C(c3ccccc3)OC2=O)c2ccccc21,/,13
CCN(CC)c1nc2cc(OC)ccc2cc1C#N,/,10
C=CCNC(=O)C(=O)NCc1ccccn1,/,-15
COc1cc(C=C2C(=O)NC(=S)NC2=O)ccc1OCc1ccc(C(=O)O)cc1,/,-16
CCCN(Cc1cc2cc(C)ccc2[nH]c1=O)S(C)(=O)=O,78,-10
O=C1CCCCCN1CP(=O)(O)CN1CCOCC1,98,3

# An excerpt from above in order of count of non-hydrogen atoms, descending.
SMILES,BAP1 inh,HePTP inh
Cc1ccc(-c2nnn(CC(=O)N(CC(=O)NCC3CCCO3)c3ccc(F)c(Cl)c3)n2)o1 (stereo not given),88,6
CCCC12CN3CC(CCC)(CN(C1)C3C(O)C(O)C(O)CO)C2=O (stereo not given),95,5
CCN(CC)c1nc2cc(OC)ccc2cc1C#N,/,10

# (cont.)
SMILES,BAP1 inh,HePTP inh
CCOc1ccc(C(=O)N(CN2CCCC2=O)c2ccccc2)cc1,113,9
Clc1ccccc1OCc1nnc(-c2ccccc2Br)o1,/,-5
Oc1c(-c2cc(-c3ccco3)[nH]n2)ccc2ccccc12,58,11
O=C(NC1CCCCC1)N1CCc2ccccc21,83,-6
COc1cc(NC(=O)/C=C/c2ccc(C(C)C)cc2)c(OC)cc1Cl,/,-17
CC1CCc2c(sc(N)c2C(=O)Nc2ccccc2Cl)C1 (stereo not given),/,8
C=CCN(CC=C)C(=S)Nc1ccc2nc(-c3ccccc3)c(-c3ccccc3)nc2c1,/,-7
Cc1ccc(C(=O)Nc2ccccc2Br)cc1,/,-2
CCc1nc(SCC(=O)c2ccc(C)c(C)c2)n[nH]1,90,-1
O=C(COc1ccccc1)Nc1ccccc1I,/,-8
COc1ccccc1CNC(=O)C(=O)Nc1cccc(C(F)(F)F)c1,/,6
CCCCCCc1cc2cc(-c3nnc(-c4ccccc4O)o3)c(=O)oc2cc1O,/,4
CCOC(=O)c1c(NC(=O)c2ccc(Cl)s2)sc2c1CCC(C)C2 (stereo not given),/,-6
O=C(NCCCN1CCOCC1)c1cnn2c(C(F)(F)F)cc(-c3cccs3)nc12,/,-3
C=CCN1C(=O)NC(=O)/C(=C\c2ccc(OCc3ccccc3Cl)c(OC)c2)C1=O,/,-13
CC1(C)Oc2ccc3ccc(=O)oc3c2/C(=C/N)C1=O,85,15
N#Cc1cc2sc3nnc(-c4ccncc4)n3c2cc1C#N,89,11
COc1ccc(C(=O)Nc2ccc(S(=O)(=O)N3CCOCC3)cc2)cc1OC,99,-11
C=CC(=O)Nc1ccc2c(c1Oc1ccc(C(C)(C)C)cc1)C(=O)c1ccccc1C2=O,/,9
CC(=O)N(CC(=O)O)c1ccccc1C(=O)O,/,2
O=C(CN(c1cccc(Cl)c1)S(=O)(=O)c1ccccc1)NC12CC3CC(CC(C3)C1)C2,/,-5
COC(=O)[C@H](Cc1ccccc1)NC(=O)NCc1ccc(S(N)(=O)=O)cc1,111,7
O=C(CSc1ncn[nH]1)NC1CC2CCC1C2 (stereo not given),80,3
COCCn1nnnc1C(c1ccccc1)N1CCN(Cc2ccc3c(c2)OCO3)CC1 (stereo not given),102,2
C=CCNC(=O)C1CCN(S(=O)(=O)CC)CC1,111,3

# The list goes on:
SMILES,BAP1 inh,HePTP inh
C=CCn1c(COc2ccccc2F)nnc1SCC(=O)NC(=O)NCc1ccco1,68,11
CCOC(=O)c1c(NC(=O)CSc2nnc(-c3ccc(OC)cc3)o2)sc2c1CCC2,/,-2
CN1C(c2ccccc2)CC(O)(C#Cc2ccccc2)CC1c1ccccc1 (stereo not given),/,-3
Cc1cc(CN2C(=O)c3ccccc3C2=O)cc(N2CCOCC2)c1,99,9
CCn1cc(C2=NOC(C(=O)Nc3cc(C)nn3-c3ccccc3)C2)c(C)n1 (stereo not given),88,-9
CCOC(=O)CCC(=O)N1CCNC(=O)C1,/,-9
O=C1c2cccc3cccc(c23)C(=O)N1CCC(=O)n1nnc2ccccc21,/,-2
O=C(Nc1ccc2c(c1)OCO2)c1cc2n(n1)C(C(F)(F)F)CC(c1ccccc1)N2 (stereo not given),102,9
C=CCn1c(SCC(=O)Nc2cc(NC(C)=O)ccc2OC)nnc1-c1ccccn1,111,2
CNc1nc2c(c(=O)n(C)c(=O)n2C)n1Cc1ccccc1,98,10
O=C(COc1ccccc1O)Nc1ccc(Cl)cc1,73,-8
OC(COc1ccc2cc(Br)ccc2c1)CN1CCCC1 (stereo not given),143,6
COc1cc(C(=O)NCCOc2ccc(C)cc2)cc(OC)c1OC,/,5
CCOc1ccc2nc(NC(=O)c3ccc(Cl)s3)sc2c1,60,/
Cc1cccc(C)c1OCC(=O)Nc1ccccc1,/,6
Cc1c(C(=O)O/N=C(\N)Cc2ccc(Cl)cc2Cl)cccc1[N+](=O)[O-],/,4
CC(C)(C)c1cc(CN2CCN(CCN)CC2)cc(C(C)(C)C)c1O,/,7
COc1ccc(/C=N/n2c(=O)[nH]c3c([nH]c4ccc(C)cc43)c2=O)cc1CN1CCOCC1,183,0
CCn1c2ccccc2c2cc(C#N)c(N)nc21,/,-2
COc1ccc(NC(=O)C2CCCN(S(=O)(=O)c3cnc[nH]3)C2)cc1 (stereo not given),101,6
CC1CN(Cc2cc(=O)n3ccsc3n2)CC(C)O1 (stereo not given),112,8
CCc1ccc(/C(C)=N/Nc2cc(-n3cc(C)cn3)ncn2)cc1,/,8
O=S(=O)(c1ccccc1)N1CCN(S(=O)(=O)c2ccccc2)C1,95,-5
COc1cc(-c2nnc3sc(Cc4ccc(Cl)cc4)nn23)cc(OC)c1OC,94,7
O=C(Nc1nc2c(s1)CCCC2)c1cccnc1,/,6
CCOc1ccc2c(c1)C(c1ccccc1C(F)(F)F)CC(=O)N2 (stereo not given),/,-20
Cc1ccc2nc(-c3ccc(NC(=O)CN4CCN(C(=O)c5ccco5)CC4)cc3)sc2c1,/,9
O=C(O)C1CCN(c2ncccn2)CC1,90,-2
O=C(NC(Cc1ccccc1)C(=O)O)/C(=C\c1ccc2c(c1)OCO2)NC(=O)c1ccco1 (stereo not given),/,7
O=c1[nH]c(=O)n(Cc2ccccc2)cc1Cl,/,4
